Source: PubChem (several laboratories)
SIAE inh = inhibitors of human sialic acid acetylesterase SIAE. Q9HAT2. SIAE FP-Rh probe binding, fluorescence polarization. inhibition, % at 9.66 µM. 370,000 tested, 0.69% active. AID 1053197;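 active means inhibition above a cutoff: mean of compounds within the control limits plus 3 SD of those, cut at about 17% in these data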;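 further: 0% = plate median of compound wells and 100% = probe without SIAE protein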
Target sequence (Q9HAT2 whole entry, looked up): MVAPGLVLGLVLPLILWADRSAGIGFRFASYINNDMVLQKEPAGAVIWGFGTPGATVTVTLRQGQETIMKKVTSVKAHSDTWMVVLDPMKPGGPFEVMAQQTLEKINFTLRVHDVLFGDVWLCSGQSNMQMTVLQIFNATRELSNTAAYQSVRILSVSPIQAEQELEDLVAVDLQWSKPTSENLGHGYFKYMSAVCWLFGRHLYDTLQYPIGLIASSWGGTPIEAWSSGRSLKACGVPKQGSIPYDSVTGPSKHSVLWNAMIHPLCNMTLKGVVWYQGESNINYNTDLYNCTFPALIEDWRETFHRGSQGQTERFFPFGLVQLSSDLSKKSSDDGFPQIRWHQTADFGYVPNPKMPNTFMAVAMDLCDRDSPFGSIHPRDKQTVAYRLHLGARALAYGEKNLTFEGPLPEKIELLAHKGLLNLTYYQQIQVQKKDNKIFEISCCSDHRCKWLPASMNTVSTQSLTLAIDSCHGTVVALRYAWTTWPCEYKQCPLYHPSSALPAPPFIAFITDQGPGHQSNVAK
TDP2 absorb = blocks human TDP2 phosphodiesterase activity; O95551; recombinant TDP2, T5PNP hydrolysis, p-nitrophenol absorbance 415 nm; 370,000 tested, 0.34% active; AID 720702; inhibition, % at 12.8 µM;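 active means inhibition above the mean of all tested compounds plus 3 SD, set per campaign, cut at about 25% in these data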;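 further: 0% = DMSO with enzyme and 100% = buffer with substrate but no TDP2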
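test system = human TDP2 enzyme | input = TDP2 enzyme at 120 nM final | medium = 50 mM Tris-HCl pH 7.5 with Mg2+, KCl, DTT, BSA | also added = T5PNP substrate, 5 mM | times = 2 h at 37 °C | technique = epi absorbance | benchmarks = high control without enzyme, low control DMSO plus TDP2 | replication = each compound tested once, singlicate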
LEDGF integ inh = blocks HIV-1 LEDGF/p75-dependent DNA integration; 370,000 tested, 0.64% active; TR-FRET IN-LEDGF/p75 DNA integration, Eu/Cy5; inhibition, % at 3.7 µM;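 active means inhibition above the screen-wide mean plus 3 SD, cut at about 13% in these data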;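 further: signal is the Cy5 over europium emission ratio at 671 and 618 nm; 0% = plate median of compound wells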
MBD2 DNA inh = MBD2-methylated oligo binding inhibition; Q9UBB5; TR-FRET, MBD2 binding to methylated oligonucleotide; inhibition, % at 4.4 µM; 370,000 tested, 0.31% active; AID 686964; in the data active means inhibition above about 13%
GC-B act = GC-B (human) receptor activation | P20594 | HEK293-GC-B cells, CNP EC30, cGMP TR-FRET; 0% at EC30 CNP, 100% saturating CNP | activation, % at 10 µM | 370,000 tested, 0.11% active;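 active means activation at 10 µM reaching about 35% in either raw or pattern-adjusted values, limit read from the data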
rCAG RNA binder = r(CAG) repeat RNA binding | TO-PRO-1 dye displacement fluorescence | inhibition, % at 3 µM | 370,000 tested, 1.3% active | AID 651821;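 active means inhibition above the plate cutoff, the mean of all test compounds on that plate plus 3 SD, cut at about 35% in these data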;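 further: 0% = DMSO alone and 100% = 100 µM mitoxantrone as full dye displacement; higher means more dye released from RNA so lower well fluorescence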
HTRA1 inhibitor = blocks human HTRA1 serine peptidase. Q92743. recombinant HTRA1, FP-rhodamine activity-based probe, fluorescence polarization. inhibition, % at 5.96 µM. 340,000 tested, 0.5% active; in the data active means inhibition above about 36%;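 further: 0% = enzyme with DMSO and 100% = wells lacking enzyme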
TCR CD3 inh = human TCR-CD3 binding inhibition; TAMRA-labeled TCR probe fluorescence, biochemical; AID 651800; inhibition, % at 9.4 µM; 360,000 tested, 0.37% active; in the data active means inhibition above about 19%;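 further: recombinant mutant TCR 2C K166C tagged with TAMRA read by polarization; 0% = receptor in buffer alone and 100% = receptor with positive control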
PRMT1 inh = blocks human protein arginine methyltransferase 1; Q99873; recombinant PRMT1, activity-based probe fluorescence polarization; inhibition, % at 2.79 µM; 370,000 tested, 1.3% active; AID 652257;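 active means inhibition above about 21% made by adding two undisclosed values, limit read from the data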
mABHD4 FP = inhibits mouse alpha/beta hydrolase domain 4. Q8VD66. purified mABHD4, FP-Rh probe fluorescence polarization. inhibition, % at 8.92 µM. 370,000 tested, 0.54% active;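 active means inhibition exceeding the mean over every tested compound plus 3 SD, cut at about 30% in these data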;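 further: 0% = plate median of compound wells and 100% = S159A mutant with DMSO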
Target sequence (Q8VD66 whole entry, looked up, the tested form may be a part): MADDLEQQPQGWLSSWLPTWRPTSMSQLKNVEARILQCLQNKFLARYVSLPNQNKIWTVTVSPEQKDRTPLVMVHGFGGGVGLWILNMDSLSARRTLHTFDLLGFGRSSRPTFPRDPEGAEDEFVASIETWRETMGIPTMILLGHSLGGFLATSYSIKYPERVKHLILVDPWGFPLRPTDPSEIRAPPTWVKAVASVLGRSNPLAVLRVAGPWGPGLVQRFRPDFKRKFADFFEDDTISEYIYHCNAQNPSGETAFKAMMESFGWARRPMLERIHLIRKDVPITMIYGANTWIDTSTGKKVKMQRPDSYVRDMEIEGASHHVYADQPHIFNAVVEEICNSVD
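Assay system: wild-type mouse ABHD4 protein; compound: single nominal dose of 8.92 µM, 0.89% DMSO final; schedule: 45 min + 60 min at 25 °C; measured by: FP readout, ex 525 nm / em 598 nm; evaluation: % inhibition of FP-Rh probe binding versus controls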
* hit, by the source's call; nt = no result given. An excerpt; count on the stated rates, not on these rows.

SMILES | SIAE inh | TDP2 absorb | LEDGF integ inh | MBD2 DNA inh | GC-B act | rCAG RNA binder | HTRA1 inhibitor | TCR CD3 inh | PRMT1 inh | mABHD4 FP
CCOC(=O)CC1(CCc2ccccc2)Oc2ccccc2O1 | 2 | -7 | 4 | -3 | 0 | 1 | nt | 5 | -4 | -7
Cc1cc(C)cc(NC(=O)CN2CCc3ccccc3C2)c1 | -3 | -3 | 0 | 8 | 8 | -6 | -5 | -4 | -1 | 0
CCOC(=O)c1cccc2c(=O)c(C(=O)c3ccc(Cl)cc3)c(C(=O)OC)[nH]c12 | -2 | -4 | -1 | 1 | 2 | 0 | 4 | 9 | 1 | -5
CCN(CC(=O)Nc1c(F)cccc1F)C(=O)c1cccc(S(=O)(=O)N2CCCc3ccccc32)c1 | -3 | 6 | 1 | 1 | 2 | 3 | 1 | 0 | 1 | -3
O=C(CS(=O)(=O)Cc1ccccc1)NCC1CCCO1 (stereo not given) | 7 | -6 | -3 | -5 | -2 | 0 | 2 | 8 | 2 | 4
CSc1ccc(Cn2c(C)c(C(=O)NCc3ccc4c(c3)OCO4)sc2=O)cc1 | -9 | 5 | -1 | 2 | 2 | 4 | nt | 4 | 1 | -11
CCCCOc1ccc(/C=C(\C(=O)O)c2ccc(S(=O)(=O)N3CCCC3)s2)cc1 | -7 | -7 | 4 | 1 | 2 | 67* | -20 | 0 | -3 | -1
Cc1cccn2c(=S)[nH]nc12 | 7 | 4 | -2 | -7 | -7 | 0 | -2 | 3 | 7 | 7
COc1ccc(C2=NO[C@@H]3[C@@H]4C[C@@H]([C@H]5C(=O)N(c6ccc7c(c6)OCO7)C(=O)[C@@H]45)[C@H]23)cc1OC | 8 | -1 | 3 | -1 | -7 | 6 | -1 | 4 | 0 | 1
S=c1nc(-c2ccccc2)c(-c2ccccc2)n[nH]1 | 1 | 0 | -5 | 1 | -2 | 0 | -3 | -1 | -2 | 0
CCCCN1C(=O)C(CC(=O)NCC2CCCCC2)CC(C(=O)N(CC)CC)=C1C (stereo not given) | 1 | 2 | -2 | -5 | -3 | -3 | 1 | -1 | 2 | 0
CN(C)c1nc(N)nc(Nc2ccccc2C#N)n1 | 1 | 7 | 3 | 4 | -2 | -2 | 3 | 1 | 1 | 4
CCC(O)(CC)C(=O)NN(C(=O)CCl)c1ccccc1 | -8 | -7 | 3 | 1 | 2 | 2 | 3 | 10 | -2 | 7
O=C(CCNC(=O)C1CCN(S(=O)(=O)c2ccccc2)CC1)NCc1ccc(Cl)cc1Cl | 7 | 10 | 1 | 2 | -1 | -5 | 5 | 4 | -1 | -2
Cc1ccc(NC(=O)c2cccc(C(=O)Nc3ccc(C)cc3C(=O)O)c2)c(C(=O)O)c1 | -13 | -2 | -3 | 0 | 2 | 24 | 0 | -4 | 3 | -2
O=C(CCn1nc(-c2ccccc2)ccc1=O)N1CCOCC1 | 9 | 2 | 1 | -3 | -6 | -2 | 3 | -5 | 0 | 7
COc1ccc(Cl)cc1NC(=O)c1cccc(N2C(=O)C3CC=CCC3C2=O)c1 (stereo not given) | -4 | 0 | -2 | 4 | 0 | 0 | -12 | -2 | 2 | -9
C(=N/N1CCN(c2ccccc2)CC1)/c1ccco1 | 3 | 1 | 0 | -7 | -4 | 1 | nt | nt | 2 | 3
COc1ccccc1C(=O)N1CCN=C1SC | 2 | 2 | 0 | 4 | 5 | -5 | -3 | -2 | 0 | 0
COC(=O)c1ccc(NC(=O)CNC(=O)C2CCCCC2)cc1 | -3 | -5 | 0 | 2 | 0 | -6 | 1 | 1 | 0 | 1
CCN(CC)CCNC(=O)c1c(O)c2cc(OC)c(OC)cc2[nH]c1=O | 6 | 25* | 3 | 9 | 8 | 0 | 4 | 1 | 2 | 14
CCC(C)Sc1nc(O)cc(=O)[nH]1 (stereo not given) | 14 | -2 | -3 | 2 | 2 | 2 | 1 | 3 | 0 | -14
CCn1c2ccccc2c2cc(NC(=O)CNCC3CCCO3)ccc21 (stereo not given) | 7 | -11 | 5 | -7 | -4 | 1 | 9 | 0 | -3 | 12
CCN(C(=O)COC(=O)C(C)(C)Oc1ccc(Cl)cc1)c1c(N)n(Cc2ccccc2)c(=O)[nH]c1=O | -3 | -2 | 1 | 8 | 1 | 3 | 2 | -6 | 2 | -14
O=C1OC(/C=C/c2ccc(Cl)cc2Cl)=NC/1=C\c1cccs1 | -6 | 10 | 1 | -4 | 2 | 18 | 5 | 7 | -2 | 0

The list goes on; the last 3 above are carried over.
SMILES | SIAE inh | TDP2 absorb | LEDGF integ inh | MBD2 DNA inh | GC-B act | rCAG RNA binder | HTRA1 inhibitor | TCR CD3 inh | PRMT1 inh | mABHD4 FP
CCn1c2ccccc2c2cc(NC(=O)CNCC3CCCO3)ccc21 (stereo not given) | 7 | -11 | 5 | -7 | -4 | 1 | 9 | 0 | -3 | 12
CCN(C(=O)COC(=O)C(C)(C)Oc1ccc(Cl)cc1)c1c(N)n(Cc2ccccc2)c(=O)[nH]c1=O | -3 | -2 | 1 | 8 | 1 | 3 | 2 | -6 | 2 | -14
O=C1OC(/C=C/c2ccc(Cl)cc2Cl)=NC/1=C\c1cccs1 | -6 | 10 | 1 | -4 | 2 | 18 | 5 | 7 | -2 | 0
O=C(COC(=O)CCCSc1nc2ccccc2[nH]1)Nc1ccc(Cl)cc1 | -13 | -5 | -1 | -2 | -9 | 6 | -19 | 1 | 3 | 4
CN(C)S(=O)(=O)c1cccc(NC(=O)COc2ccccc2C(=O)Nc2ccccc2)c1 | -105 | 3 | -2 | 2 | 2 | 8 | -112 | -3 | 6 | -7
CCC(C)NC(=O)C1CCN(S(=O)(=O)c2cccnc2)CC1 (stereo not given) | 11 | 2 | 2 | 2 | 4 | 3 | 7 | 1 | -2 | -2
O=C(NCCc1ccccc1)[C@@H]1CC=C[C@@H]2CCN(Cc3ccc(Cl)c(Cl)c3)C(=O)[C@@H]21 | -1 | -2 | 0 | 4 | -5 | -2 | -28 | -6 | -2 | 7
CC(=O)CCC(=O)CNC(=O)CC[C@H]1O[C@@H](n2ccc(=O)[nH]c2=O)[C@H](O)[C@@H]1O | 0 | 6 | -3 | 2 | 7 | 1 | nt | 1 | 0 | 4
Cc1cc2oc(=O)cc(CN3CCOCC3)c2c(C)c1Cl | 0 | 7 | 0 | 1 | 3 | -1 | 1 | 10 | 0 | 0
COc1ccccc1CCCNC(=O)C1CCC(=O)N(CCc2cccc(F)c2)C1 (stereo not given) | -4 | 3 | 3 | 1 | 1 | -11 | 6 | -4 | -1 | -5
CCc1cccc(C)c1NC(=O)CCCN1C(=O)CN(C)C1=O | -1 | 0 | -3 | 3 | 2 | 0 | 19 | -3 | 9 | 0
O=[N+]([O-])c1cccc(C(=Nc2ccc(Cl)cc2)NO)c1 | -3 | -21 | 6 | -1 | -9 | 2 | -7 | 0 | -2 | -8
CCCOc1ccc(N/C=C/C(=O)C(C)(C)C)cc1 | 6 | 5 | -1 | 1 | 3 | -6 | -1 | 1 | -1 | 2
O=S(=O)(NCc1cc(-c2ccccc2)no1)c1ccc(Cl)cc1 | 2 | 6 | 3 | 2 | -3 | 0 | -7 | 2 | -1 | -7
Cc1cn([C@H]2C[C@H](O)[C@@H](CCC(=O)NCCc3cccs3)O2)c(=O)[nH]c1=O | 3 | -1 | -1 | -4 | 5 | 1 | nt | 3 | 2 | 1
CCOC(=O)c1cc(-c2ccccc2)n(CC2CC(c3ccc(OC)cc3)=NO2)n1 (stereo not given) | 5 | -3 | 0 | -1 | 2 | -7 | -26 | 2 | -2 | 2
COc1ccc(N=Cc2c(O)n(-c3cccc(C)n3)c(=O)c3ccccc23)c(OC)c1 | 2 | -10 | -2 | -4 | 12 | -2 | 5 | 2 | -2 | -1
CC(=O)N1CCCc2cc(S(=O)(=O)N3CCCC(C(=O)NCc4ccc(C)cc4)C3)ccc21 (stereo not given) | -2 | -4 | 3 | 0 | 4 | -1 | -4 | 1 | -1 | -12
Cc1ccc(C2NC(=O)c3[nH]nc(-c4ccccc4)c32)cc1 (stereo not given) | -3 | 1 | 2 | -2 | -10 | 4 | nt | 4 | 1 | -4
CC1(C(=O)NS(=O)(=O)c2cccc(C#N)c2)CCN1C(=O)c1ccccc1CCc1ccccc1 (stereo not given) | -6 | -1 | 2 | 0 | -3 | 46* | nt | 2 | 0 | 1
N#C/C(=N\Nc1ccc(F)cc1)C(=N)N1CCCCC1 | 2 | -10 | -2 | 0 | 2 | -3 | 6 | -8 | 3 | 2
Cc1cc(OCC(=O)NCc2cccnc2)c2c(C)c(Cc3ccccc3)c(=O)oc2c1 | 0 | 0 | 3 | 1 | 14 | 3 | -1 | -8 | 0 | -5
O=C(NCc1csc(-c2cccs2)n1)C1CCC1 | 15 | 19 | 2 | -6 | 3 | 2 | 3 | 3 | -7 | 4
Cc1ccc(CNC(=O)C2C3C=CC(C3)C2C(=O)O)cc1 (stereo not given) | -1 | 3 | -1 | 6 | -3 | -2 | -1 | -3 | -3 | 0
O=C(N/N=C/c1ccc(Cl)cc1Cl)Nc1ccccc1 | -1 | 7 | 0 | -2 | -6 | 5 | -5 | 1 | -2 | 4
CN(c1ccc(C(=O)Nc2ccc(F)cc2F)cc1)S(=O)(=O)c1ccccc1 | -8 | -1 | -2 | 1 | 4 | -5 | -6 | -1 | 0 | -7
O=C(CN(C(=O)c1csnn1)c1cccc(F)c1)NCc1ccc2c(c1)OCO2 | -2 | 7 | 0 | 0 | -1 | 2 | 4 | 5 | 2 | -2
Cc1cc(OCCCn2cnc3ccccc3c2=O)ccc1[N+](=O)[O-] | 10 | -7 | 0 | -1 | 0 | -2 | -1 | -2 | -2 | -2

An excerpt of these results, as tab-separated lines:
smiles	SIAE inh	TDP2 absorb	LEDGF integ inh	MBD2 DNA inh	GC-B act	rCAG RNA binder	HTRA1 inhibitor	TCR CD3 inh	PRMT1 inh	mABHD4 FP
O=[N+]([O-])c1cccc(C(=Nc2ccc(Cl)cc2)NO)c1	-3	-21	6	-1	-9	2	-7	0	-2	-8
CCCOc1ccc(N/C=C/C(=O)C(C)(C)C)cc1	6	5	-1	1	3	-6	-1	1	-1	2
O=S(=O)(NCc1cc(-c2ccccc2)no1)c1ccc(Cl)cc1	2	6	3	2	-3	0	-7	2	-1	-7
Cc1cn([C@H]2C[C@H](O)[C@@H](CCC(=O)NCCc3cccs3)O2)c(=O)[nH]c1=O	3	-1	-1	-4	5	1	nt	3	2	1
